# Assay outcomes (PubChem)
# TMEM16A act: TMEM16A chloride channel activators or potentiators, primary screen, cell-based, HTS. HEK293 TMEM16A/YFP-H148Q/I152L, iodide quench fluorescence; active compounds read low. Anoctamin-1 (Mus musculus), Q8BHY3. B-score at 10 µM. hit rate 0.3% among 340,000;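 active means fluorescence-ratio B-score plate-corrected deviation score at least 3 library SD below zero, with starting fluorescence score within 5 deviations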;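 further: channel opened by trigger with iodide after compound preincubation; score built on the fluorescence ratio of max minus min over baseline; more negative score means more quench and so TMEM16A activation or potentiation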
# Target sequence (Q8BHY3 whole entry, looked up): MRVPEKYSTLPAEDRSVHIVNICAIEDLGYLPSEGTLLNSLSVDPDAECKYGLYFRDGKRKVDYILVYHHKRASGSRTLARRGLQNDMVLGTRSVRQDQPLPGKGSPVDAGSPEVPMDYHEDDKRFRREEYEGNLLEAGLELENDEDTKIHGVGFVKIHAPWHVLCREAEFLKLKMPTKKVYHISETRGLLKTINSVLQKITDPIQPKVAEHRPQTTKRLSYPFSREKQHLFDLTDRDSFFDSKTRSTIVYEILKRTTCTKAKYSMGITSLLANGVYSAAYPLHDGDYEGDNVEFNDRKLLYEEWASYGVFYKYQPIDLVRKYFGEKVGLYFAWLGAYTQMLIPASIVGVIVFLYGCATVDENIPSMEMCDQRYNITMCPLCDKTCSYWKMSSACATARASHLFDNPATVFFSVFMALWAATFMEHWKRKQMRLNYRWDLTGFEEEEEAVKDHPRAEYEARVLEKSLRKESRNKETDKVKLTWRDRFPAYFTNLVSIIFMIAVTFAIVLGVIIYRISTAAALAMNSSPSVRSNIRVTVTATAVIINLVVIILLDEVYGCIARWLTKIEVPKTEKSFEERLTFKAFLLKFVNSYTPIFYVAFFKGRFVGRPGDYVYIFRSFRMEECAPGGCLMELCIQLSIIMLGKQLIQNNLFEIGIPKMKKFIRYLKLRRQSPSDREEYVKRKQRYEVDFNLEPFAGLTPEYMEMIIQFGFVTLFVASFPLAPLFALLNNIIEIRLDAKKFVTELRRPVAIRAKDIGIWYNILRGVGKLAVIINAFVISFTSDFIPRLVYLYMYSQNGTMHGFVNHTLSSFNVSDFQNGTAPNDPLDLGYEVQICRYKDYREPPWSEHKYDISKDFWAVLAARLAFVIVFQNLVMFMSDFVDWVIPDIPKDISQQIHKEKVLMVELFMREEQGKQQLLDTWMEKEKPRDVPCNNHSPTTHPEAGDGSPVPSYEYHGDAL
# Calls only; i = inactive.
Molecule	TMEM16A act
Cc1ccc(OCCCC(=O)ON=C(N)c2ccccc2C)cc1	i
C=CCNc1nc(C(=O)OCC(=O)NCc2cccc(Cl)c2)cs1	i
C=CCNC(=O)c1cccc2c1C(=O)c1ccc(N3CCOCC3)cc1S2(=O)=O	i
CC(C)=C[C@@H]1C[C@H](C)[C@H]2CC[C@H](C)c3c(O)c(O)c(C)c1c32	i
CCOc1ccc(NC(=O)COC(=O)c2ccc3c(c2)OCCO3)cc1	i
O=C1c2ccccc2C(=O)N1CCCn1c2ccc(Cl)cc2c2nc3ccccc3nc21	i
COC(=O)[C@]1(CC(C)C)N[C@H](c2ccc(SC3CCCCC3)cc2)[C@@H]2C(=O)N(C)C(=O)[C@@H]21	i
N#CCCN(C(=O)COC(=O)c1cccc(S(=O)(=O)N2CCCCCC2)c1)c1ccc(F)cc1	i
CCCCn1c(N)c(N(CC(C)C)C(=O)CN2C(=O)NC3(CCC(C(C)(C)CC)CC3)C2=O)c(=O)[nH]c1=O (centres undefined)	i
Nc1nc2cc(S(=O)(=O)N3CCOCC3)ccc2o1	i
O=C(COC(=O)c1cccc(Cl)c1)Nc1cc(S(=O)(=O)N2CCOCC2)ccc1N1CCOCC1	i
CN(C)c1ccc(Cc2ccc(N(C)C)cc2)cc1	i
N#Cc1ccccc1NC(=O)CN1C(=O)NC(Cc2c[nH]c3ccccc23)C1=O (centres undefined)	i
Cc1cc(C(=O)Nc2cc(S(C)(=O)=O)ccc2Cl)c(C)o1	i
CNS(=O)(=O)c1cccc(C(=O)OCC(=O)Nc2ccc3ccccc3c2)c1	i
CN(C(=S)NC(=O)C1CC1)c1ccc(O)cc1	i
O=C(COc1ccc(F)cc1Cl)Nc1cccc(S(=O)(=O)N2CCCC2)c1	i
CCn1nnc2cc(C(=O)Nc3cc(Cl)ccc3C)ccc21	i
CN(CCOc1ccccc1)C(=O)c1ccc2c(c1)OCO2	i
COc1ccc(CCNC(=O)CN(C)S(=O)(=O)c2cccs2)cc1	i
CS(=O)(=O)c1ccc(C(=O)NNC(=O)c2cccs2)cc1	i
COc1cc(OC)cc(C(=O)NNC(=O)CCCOc2ccccc2)c1	i
O=C(CSc1nc2[nH]c(=O)cc(O)c2s1)Nc1ccc(Br)cc1	i
CN(CCCC(=O)N1CCN(c2ncccn2)CC1)S(=O)(=O)c1ccc(F)cc1	i
Cc1cc(NC(=O)C(C)Sc2nc(-c3cccs3)nc3ccccc23)no1 (centres undefined)	i

# Next section, overlapping the part above by five compounds.
Molecule	TMEM16A act
CS(=O)(=O)c1ccc(C(=O)NNC(=O)c2cccs2)cc1	i
COc1cc(OC)cc(C(=O)NNC(=O)CCCOc2ccccc2)c1	i
O=C(CSc1nc2[nH]c(=O)cc(O)c2s1)Nc1ccc(Br)cc1	i
CN(CCCC(=O)N1CCN(c2ncccn2)CC1)S(=O)(=O)c1ccc(F)cc1	i
Cc1cc(NC(=O)C(C)Sc2nc(-c3cccs3)nc3ccccc23)no1 (centres undefined)	i
N#CC1(Nc2ccc([N+](=O)[O-])cc2)CCCC1	i
O=C(CN1CCCC1c1ccc2c(c1)OCCO2)NC(=O)Nc1ccccc1F (centres undefined)	i
N#CCC(=O)Nc1ccc(C(=O)OCC(=O)NC2CCCCCC2)cc1	i
C[C@@H]1CN([C@@H](C)CO)C(=O)Cc2cc(NC(=O)C3CCCCC3)ccc2O[C@H]1CN(C)S(=O)(=O)c1ccccc1	i
COc1cccc(NC(=O)COC(=O)/C=C/c2c(C)nn(-c3ccccc3)c2C)c1	i
Cc1cc(C)n(-c2nc(SCCN3CCOCC3)c3c4c(sc3n2)CCCC4)n1	i
Cc1cc(C(=O)c2ccccc2)cc(C)c1O	i
CCCn1c(N)c(C(=O)CSc2nnc3ccccn23)c(=O)[nH]c1=O	i
Cc1ccc(C(=O)OCC(=O)Nc2cc(C(C)(C)C)no2)c(C)c1	i
CC(=O)N/C(=C\c1ccccc1)C(=O)OCC(=O)NC1CCS(=O)(=O)C1 (centres undefined)	i
NC(=O)NC1(C(=O)O)CCCC1	i
CC(=O)c1ccc(S(=O)(=O)Nc2ccccc2C(=O)NC2CC2)cc1	i
CN(CCOc1ccc(Cl)cc1)C(=O)c1cccc(S(=O)(=O)N2CCN(c3ccc(F)cc3)CC2)c1	i
CCCn1c(N)c(N(CCOC)C(=O)c2ccc(-c3ccccc3)cc2)c(=O)[nH]c1=O	i
COc1ccc(-c2c(C)cc3oc(=O)cc(-c4ccccc4)c3c2C)cc1C=O	i
CCOC(=O)C1=CN(Cc2ccco2)S(=O)(=O)NC1c1cccc(OC)c1 (centres undefined)	i
CCn1c(SC(C)C(=O)Nc2ccc(N3CCOCC3)cc2)nnc1C1CC1 (centres undefined)	i
Cn1c(CC(=O)NNC(=O)c2ccc(F)cc2F)nc2ccccc21	i
O=S(=O)(Nc1cc(S(=O)(=O)N2CCCC2)ccc1O)c1ccc(Cl)s1	i
NS(=O)(=O)c1ccc(NC(=O)CSc2nc3c(cnn3-c3ccccn3)c(=O)[nH]2)cc1	i
Cc1noc(C)c1COc1ccc(C(=O)N2CCN(S(=O)(=O)c3ccccc3)CC2)cc1	i
CN(C)S(=O)(=O)c1cc(C(=O)Nc2ccn(C)n2)c(Cl)cc1Cl	i
CC(C)(C)OC(=O)N1O[C@H]2C[C@@H]1[C@@H]1[C@@H]2N=NN1C12CC3CC(CC(C3)C1)C2	i
CC(NC(=O)COC(=O)CCC(=O)c1ccc(Cl)cc1)c1ccccc1 (centres undefined)	i
CC(C)CNc1c(N)n(CC(C)C)c(=O)[nH]c1=O	i
O=S(=O)(c1ccc(Cl)cc1)N1CCN(c2ncnc3sccc23)CC1	i
CCOC(=O)c1ccc(NC(=O)CCCN2C(=O)NC3(CCCC3)C2=O)cc1	i
N#Cc1ccc(S(=O)(=O)N2CCC(C(=O)N3CCN(Cc4ccc5c(c4)OCO5)CC3)CC2)cc1	i
CCCCN(Cc1nc2ccccc2c(=O)[nH]1)C(=O)c1nn(C)c(=O)c2ccccc12	i
CC1CCCCC12NC(=O)N(CC(=O)NCCc1ccc(S(N)(=O)=O)cc1)C2=O (centres undefined)	i
Cn1c(N)nc2nc[nH]c2c1=S	i
CC1CCC2(CC1)NC(=O)N(CC(=O)N(Cc1ccccc1)C(C)(C)C)C2=O (centres undefined)	i
O=C(COC(=O)COc1ccc(Br)cc1)NCC1CCCO1 (centres undefined)	i
Nc1ccc2c(c1)C(=O)c1ccc(Br)cc1-2	i
NC1(C#Cc2ccc3c(=O)c4ccccc4sc3c2)CCCCC1	i
CCN(CC)S(=O)(=O)c1ccc(N2CCOCC2)c(NC(=O)C(C)Oc2ccc(F)cc2)c1 (centres undefined)	i
CCN(CC(=O)Nc1c(F)cccc1F)C(=O)Cc1cccs1	i
COC(=O)CSc1nc(SC)nc2c1sc1nc(-c3ccco3)c3c(c12)CC(C)(C)OC3	i
O=C(COC(=O)c1cc(S(=O)(=O)N2CCCC2)ccc1O)Nc1ccc(F)cc1F	i
COc1ccc(C(=O)NCc2ccc(C)cc2)cc1S(=O)(=O)N1CCCC1	i
CN1N=C(C(=O)N=c2sc3ccccc3n2C)CCC1=O	i
Cc1cc(C)cc(NC(=O)COC(=O)CCn2c(C)csc2=O)c1	i
COc1cc(OC)cc(-c2c(-c3cccs3)c3cc(-c4cnc(N)nc4)ccc3n2C)c1	i
CCc1noc(C)c1C(=O)N(CC)CC(=O)Nc1cc(Cl)ccc1C	i
C/C(=N\NC(=O)c1cccc(S(=O)(=O)N2CCOCC2)c1)c1ccc(O)cc1	i
COc1cccc(C(=O)N(C)Cc2c(C)nn(C3CCS(=O)(=O)C3)c2C)c1 (centres undefined)	i
COc1ccccc1OCCNC(=O)c1ccccc1OCc1c(C)noc1C	i
CC(NC(=O)c1ccc(-c2ccccc2)cc1)C(c1ccccc1)N1CCOCC1 (centres undefined)	i
CN(CC(=O)Nc1ccc(F)c(F)c1F)C(=O)CCCc1nc2ccccc2c(=O)[nH]1	i
CCCCCN(C(=O)COC(=O)c1ccc(C)cc1)c1c(N)n(CCCC)c(=O)[nH]c1=O	i

# Some of these compounds in order of heavy-atom count, descending:
Molecule	TMEM16A act
CCCCCN(C(=O)COC(=O)c1ccc(C)cc1)c1c(N)n(CCCC)c(=O)[nH]c1=O	i
CC(NC(=O)COC(=O)CCC(=O)c1ccc(Cl)cc1)c1ccccc1 (centres undefined)	i
O=S(=O)(c1ccc(Cl)cc1)N1CCN(c2ncnc3sccc23)CC1	i
CN(C(=S)NC(=O)C1CC1)c1ccc(O)cc1	i

# Continued:
Molecule	TMEM16A act
CCCCN1C(=N)N([C@@H](CCC)CN2CCC[C@H]2CN2C(N)=NC[C@@H]2Cc2ccccc2)C[C@H]1[C@H](C)CC	i
Cc1ccc2nc(-c3ccc(NC(=S)NCC(C)(C)CN(C)C)cc3)sc2c1	i
Fc1cc(F)cc(-c2c(-c3ccccc3)ncc3ccc(F)cc23)c1	i
COc1ccc(NC(=O)Nc2cccc3c2O[C@H](CN(C)C(=O)Nc2ccc(C(F)(F)F)cc2)[C@@H](C)CN([C@H](C)CO)C3=O)cc1	i
O=C(O)c1cc(=S)nc[nH]1	i
C[C@@H]1COC(=O)[C@H](NC(=O)OCC2c3ccccc3-c3ccccc32)C/C=C\C[C@@H](CC(=O)N[C@@H](CO)Cc2ccccc2)C(=O)N1	i
COc1cc(CCC(=O)OCC(=O)c2ccc[nH]2)cc(OC)c1OC	i
O=C(NNC(=O)c1ccc(F)c(S(=O)(=O)N2CCOCC2)c1)c1ccc([N+](=O)[O-])cc1	i
O=C(NCc1ccccc1)c1cccc2c1C(=O)c1ccc(/C=C/c3ccccc3)cc1S2(=O)=O	i
O=C(O)c1cc(S(=O)(=O)NCC2COc3ccccc3O2)ccc1Cl (centres undefined)	i
Cc1onc(-c2ccccc2)c1C(=O)NN1CCOCC1	i
COc1ccc(NC(=O)c2cc(-c3ccccc3)nc3c2cnn3C(C)C)cc1	i
CCNC(=O)N(CC)C[C@H]1N[C@@](Cc2ccccc2)(C(=O)OC)[C@H]2C(=O)N(C)C(=O)[C@@H]12	i
CCCCn1cnc2c(SCc3cccc(F)c3)nc(N)nc21	i
COc1cccc(NC(=O)CN(C)CC(=O)Nc2ccc(C)c(S(=O)(=O)N3CCOCC3)c2)c1	i
CCC(NC(=O)CSc1nnnn1C1CC1)c1ccc(Br)cc1 (centres undefined)	i
O=C(COC(=O)c1ccc2c(c1)OCO2)Nc1cccc(F)c1	i
CC1CCCN(C(=O)COC(=O)C2=COCCO2)C1 (centres undefined)	i
N#Cc1c(NC(=O)COC(=O)c2ccc(O)cc2O)sc2c1CCC2	i
CCC(C)c1ccc(NC(=O)COC(=O)C2CCCC2)cc1 (centres undefined)	i
O=C(CN1c2cccc3cccc(c23)S1(=O)=O)NCCc1ccc(F)cc1	i
Cc1ccc(NC(=O)CN2C(=O)NC3(CCCc4ccccc43)C2=O)c(Cl)c1 (centres undefined)	i
O=C(CSc1ccc2c(c1)OCCO2)N1CCN(c2ccccc2)CC1	i
COc1ccc([C@H]2CC(=O)C=C(c3cccc(Cl)c3)C2)cc1OC	i
C[C@@]12CCC[C@H](O1)[C@@H]([C@H](O)c1ccccc1)O2	i

# New compounds follow.
SMILES | TMEM16A act
COc1ccc(CCNC(=O)c2cc(S(=O)(=O)N3CCCCC3)ccc2Cl)cc1 | i
CN(CC(=O)Nc1ccccc1Br)C(=O)c1ccc2c(=O)n3c(nc2c1)CCC3 | i
CCN(CC)C(=O)OCc1c(-c2ccccc2)ncc2ccccc12 | i
C=CC[C@H](CC(=O)N[C@H](CO)Cc1ccccc1)C(=O)N[C@H](COC(=O)[C@@H](CC=C)Cc1ccc(F)cc1)Cc1c[nH]c2ccccc12 | i
Cc1ccsc1CN(C)C(=O)CN1C(=O)NC(c2ccccc2)(c2ccccc2)C1=O | i
Cc1cn(C2CCCCC2)c(=O)[nH]c1=O | i
CC(=NNC(=O)CCC(=O)Nc1ccccc1Cl)c1ccco1 | i
CC1(C)SC2C(C(=O)O)N=C(Cc3ccccc3)N2C1C(=O)O (centres undefined) | i
NC(=S)NN=C1CCCCCCCC1 | i
CC(=O)Nc1ccc2c(c1)nc1n2CCN(C2CCCCC2)C1 | i
CC1CC(=O)Nc2ccccc2N1C(=O)CSc1ncnc2sccc12 (centres undefined) | i
O=S(=O)(c1ccc(SCCOc2cccc(Br)c2)nc1)N1CCCC1 | i
C[C@@]12C(=O)Nc3cc(Cl)ccc3C(=O)N1[C@H]1c3cc(Cl)ccc3OC[C@@H]1[C@@H]2c1ccccc1 | i
CSc1ccc(Cl)c(C(=O)OCC(=O)N2CCN(C(=O)c3ccco3)CC2)c1 | i
Cc1onc(-c2ccccc2)c1C(=O)OCC(=O)Nc1ccc(C#N)cc1 | i
CCOC(=O)N1CCN(S(=O)(=O)c2ccc3c(c2)C(C)C(=O)N3)CC1 (centres undefined) | i
O=C(COC(=O)c1ccc(S(=O)(=O)N2CCCC2)cc1)Nc1ccc(Cl)cc1 | i
O=Cc1ccc(OCC(=O)N2CCc3ccccc32)c(Br)c1 | i
COc1ccc(C2=CC(=O)C[C@H](c3ccc(Cl)cc3)C2)cc1 | i
ON=C1c2ccccc2-c2ccc(Br)cc21 | i

# Given field by field: entries from further up.
COc1cccc(NC(=O)COC(=O)/C=C/c2c(C)nn(-c3ccccc3)c2C)c1
  TMEM16A act: i

Cc1cc(C)n(-c2nc(SCCN3CCOCC3)c3c4c(sc3n2)CCCC4)n1
  TMEM16A act: i

# Remaining list, next part:
SMILES | TMEM16A act
O=S(=O)(c1ccccc1)N1CCN(c2nc(-c3cccnc3)nc3ccccc23)CC1 | i
CC/C=C(\NC(C)=O)c1ccccc1 | i
CC1CC(C)CN(C(=O)C(C)N(C)CC(=O)Nc2ccc(F)cc2)C1 (centres undefined) | i
Cc1ccc(C)c(S(=O)(=O)N(C)Cc2cccs2)c1 | i
CC(C)(C)c1ccc(C(=O)NCCC(=O)Nc2ccc(S(=O)(=O)Nc3nccs3)cc2)cc1 | i
CC(=O)c1ccc(S(=O)(=O)NCC2(N3CCOCC3)CCCCC2)cc1 | i
CC(=O)Nc1ccc(SCC(=O)Nc2ccc3c(c2)OCCO3)cc1 | i

# An excerpt (hit frequency here may not be typical).
